Bioassay records as filed in PubChem BioAssay.
Apaf1 inhib: inhibitors of human Apaf-1 apoptosome, primary screen, biochemical, DEVD-Rh110 fluorescence, uHTS; Apoptotic protease-activating factor 1 (Homo sapiens), O14727; reconstituted apoptosome caspase-3 activity; inhibition, % at 20 µM; 0.71% of 330,000 active; AID 489030, 2010; active = inhibition of at least 40% at 20 µM;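 note: plate controls were DMSO wells for no effect and DEVD-CHO caspase inhibitor wells for full effect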
Target sequence (O14727 whole entry, looked up): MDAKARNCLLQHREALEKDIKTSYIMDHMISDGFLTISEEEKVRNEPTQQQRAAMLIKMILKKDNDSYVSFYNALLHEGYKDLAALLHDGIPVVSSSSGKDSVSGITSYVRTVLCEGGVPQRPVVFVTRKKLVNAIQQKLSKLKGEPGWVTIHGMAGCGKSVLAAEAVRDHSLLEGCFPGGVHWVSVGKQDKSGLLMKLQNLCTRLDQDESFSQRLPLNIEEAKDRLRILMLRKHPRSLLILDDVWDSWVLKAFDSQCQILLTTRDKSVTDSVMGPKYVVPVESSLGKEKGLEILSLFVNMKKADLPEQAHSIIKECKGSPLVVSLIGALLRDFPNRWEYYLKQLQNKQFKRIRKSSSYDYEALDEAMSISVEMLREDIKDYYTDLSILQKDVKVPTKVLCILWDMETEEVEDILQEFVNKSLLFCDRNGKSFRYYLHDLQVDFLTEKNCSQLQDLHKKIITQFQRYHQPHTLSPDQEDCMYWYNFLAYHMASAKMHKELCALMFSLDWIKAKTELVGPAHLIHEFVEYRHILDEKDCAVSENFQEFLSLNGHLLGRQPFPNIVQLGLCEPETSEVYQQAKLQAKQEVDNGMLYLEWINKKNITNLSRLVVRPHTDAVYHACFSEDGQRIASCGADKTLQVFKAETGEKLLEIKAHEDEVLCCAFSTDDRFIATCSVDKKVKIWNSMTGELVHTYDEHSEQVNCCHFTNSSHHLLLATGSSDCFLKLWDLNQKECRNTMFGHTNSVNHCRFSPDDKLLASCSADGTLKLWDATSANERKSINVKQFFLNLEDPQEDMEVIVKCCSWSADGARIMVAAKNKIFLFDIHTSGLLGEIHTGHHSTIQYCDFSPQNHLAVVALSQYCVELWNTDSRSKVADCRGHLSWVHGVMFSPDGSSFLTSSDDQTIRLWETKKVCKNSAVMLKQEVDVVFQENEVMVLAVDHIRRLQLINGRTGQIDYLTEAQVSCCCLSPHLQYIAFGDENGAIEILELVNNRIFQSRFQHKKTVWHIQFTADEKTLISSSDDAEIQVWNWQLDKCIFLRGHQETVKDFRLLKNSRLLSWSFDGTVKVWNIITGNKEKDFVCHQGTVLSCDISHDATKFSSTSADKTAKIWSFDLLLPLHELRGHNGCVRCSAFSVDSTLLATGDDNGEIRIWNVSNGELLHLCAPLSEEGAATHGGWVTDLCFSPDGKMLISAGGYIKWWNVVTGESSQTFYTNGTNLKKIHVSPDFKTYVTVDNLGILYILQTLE
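Material: cell-free apoptosome with Apaf-1, procaspase-3 and caspase-9; Buffer or medium: Hepes pH 7.5 with detergent and BSA; Reagent: cytochrome c trigger plus (Z-DEVD)2-Rh110 caspase-3 substrate; Times: compound with Apaf-1, dATP, procaspase-3 30 min, then 50 min reaction, room temperature; Technique: Rh110 fluorescence intensity.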
HKDC1 inh: HKDC1 hexokinase inhibitors, primary screen, biochemical, fluorescence, uHTS | AID 493160, 2011 | 0.16% of 340,000 active | inhibition, % at 20 µM | recombinant HKDC1, G6PDH/diaphorase resazurin coupled fluorescence | Q2TB90;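 active = inhibition above about 35% when tested at 20 µM, limit read from the data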;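 note: plate controls were DMSO wells with enzyme for no effect and DMSO wells lacking enzyme for full effect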
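Test system: recombinant HKDC1 (HK5) hexokinase enzyme, produced in-house; Amount: enzyme 5 µg/mL final; Buffer or medium: Tris pH 8.0 buffer with MgCl2, Tween-20, BSA, BME; Reagent: glucose and ATP substrates; Doses: 20 µM test compound, 1% DMSO; Incubation: 90 min reaction incubation at room temperature, dark; Detection: resorufin fluorescence at 613 nm.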
Jurkat NFkB inh: inhibitors of induced NF-kB luciferase reporter, primary screen, TCR NF-kB activation inhibitor project, cell-based, luminescence, uHTS; Jurkat, PMA/ionomycin-induced NF-kB luciferase reporter; inhibition, % at 4 µM; 0.53% of 330,000 active; AID 435003, 2010
SENP8 block: SENP8 protease inhibitors, primary screen, biochemical, luminescence | inhibition, % at 10 µM | purified SENP8, Z-RLRGG-aminoluciferin cleavage | Sentrin-specific protease 8 (Homo sapiens), Q96LD8 | 1.2% of 330,000 active
SENP7 block: SENP7 protease inhibitors, primary screen, biochemical, luminescence, uHTS; Sentrin-specific protease 7 (Homo sapiens), Q9BQF6; recombinant SENP7, Z-RLRGG-aminoluciferin luminescence, 40 min; inhibition, % at 5 µM; 1.5% of 330,000 active; AID 434973, 2010;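 active = inhibition above about 50% at the single test dose, limit read from the data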;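 note: plate controls were DMSO with enzyme for no effect and no enzyme buffer wells for full effect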
697 NFkB inh: inhibitors of PMA/ionomycin-induced NF-kB reporter, 697 cells, primary screen, B-cell NF-kB inhibitor project, cell-based, luminescence, uHTS | 0.33% of 330,000 active | 697 B-cell NF-kB luciferase reporter, 16 h | inhibition, % at 4 µM | AID 435022, 2010; in the data active = inhibition above about 35%
UBC13 polyUb: UBC13 polyubiquitin chain formation inhibitors, primary screen, biochemical, TR-FRET, uHTS; AID 485273, 2010; 0.47% of 330,000 active; inhibition, % at 20 µM; in the data active = inhibition above about 45%, passing the limit was not always enough; inconclusive = no clear call, values can overlap the other calls
Gli-Sufu antag: Gli-Sufu pathway antagonists, primary screen, luciferase luminescence, Sufu-KO-LIGHT cells, uHTS; Sufu-KO-LIGHT fibroblasts, Gli luciferase reporter luminescence; inhibition, % at 5 µM; 0.74% of 340,000 active;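 active = inhibition above about 55%, limit read from the data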;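 note: 0% = DMSO-treated cells and 100% = wells with medium but no cells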
* hit, by the source's call; u = inconclusive; x = not tested or not shown. Cut-off read from the data, not from the text of the source, unless noted: active = inhibition above about 50%; inactive = the rest. Random draw from the library, and some 3.6% of all compounds hit somewhere here.

SMILES	Apaf1 inhib	HKDC1 inh	Jurkat NFkB inh	SENP8 block	SENP7 block	697 NFkB inh	UBC13 polyUb	Gli-Sufu antag
COc1ccc(OC)c(CNc2ccc3c(c2)CCC3)c1	12	-1	-32	11	-2	-61	7	23
CC(=O)N1CCN(c2ccc(NCc3cccc(C)c3)cc2)CC1	11	-2	5	9	-4	10	3	-4
COc1ccc(/C=N/NC(=O)CN(C2=NS(=O)(=O)c3ccccc32)c2ccccc2)cc1	5	-5	0	4	6	25	3	-1
CN(Cc1nc2ccccc2n1C)c1ccccc1	-2	-9	-3	-4	2	-4	-6	-11
CC(C)CN(C(=O)COC(=O)CCc1c[nH]c2ccccc12)c1c(N)n(Cc2ccccc2)c(=O)[nH]c1=O	1	0	-3	4	-7	12	3	-10
CCOc1ccc2nc(/N=C/c3nc(-c4ccccc4)oc3O)sc2c1	11	1	-19	0	-1	-47	-62	-20
Cc1nc2c(sc3nc(N4CCOCC4)c4c(c32)CC(C)(C)OC4)c(-c2ccccc2)c1C(=O)O	-9	9	2	0	0	-12	36	-5
CCC/C(=C1/c2ccccc2C(=O)N1c1ccccc1)c1ccc2c(c1)OCCO2	14	1	-3	2	13	-19	-5	19
Cc1ccsc1C(C(=O)NC1CCCCC1)N(C(=O)Cc1cccs1)C1CC1 (configuration not stated)	9	-7	-1	1	-5	-12	-5	5
FC(F)(F)c1ccc2c(c1)[nH]c(=S)n2C1CC1	5	-1	-4	-14	-6	-7	-7	43
Cn1c(=O)cc(SCC(=O)NCc2cccnc2)c2ccccc21	7	-5	-28	-2	-9	-16	7	8
Cn1cnnc1SCc1ccc(F)c2ccccc12	-16	-14	2	2	6	-1	0	6
CCOC(=O)CNC(=O)CSc1nnc(-c2cccc(OC)c2)n1CC	3	-6	2	-16	-9	-13	4	7
COc1ccc(-c2cc(C(=O)NCCN3CCOCC3)c3ccccc3n2)cc1OC	1	-2	-3	-1	-5	6	-1	3
O=S(=O)(c1cnc(Cl)c(Cl)c1)N1CCCc2ccccc21	10	1	19	8	2	43*	9	-5
COc1ccccc1-c1sc2ccccc2c1-c1ccc2c(c1)OCO2	13	-1	19	1	1	-5	24	-11
O=S(=O)(c1ccccc1)N1CCC(=NO)CC1	2	29	-4	-5	-4	0	-9	5
COCCNC(=O)c1ccccc1NC(=O)CSc1ccc(C)cc1	1	-6	-5	-9	-2	9	-5	-3
CC(C)COC(=O)NC1c2ccccc2Oc2ccccc21	-7	-6	-2	-2	-5	3	-12	6
CCC1CCCCN1C(=O)c1ccc2c(c1)C(=O)N(c1ccc(C)cc1)C2=O (configuration not stated)	7	0	12	-3	1	4	4	1
CN1CCN(c2ccc(NC(=S)NC(=O)c3cccc4ccccc34)cc2)CC1	16	2	0	0	-8	10	12	22
CCc1ccc(NC(=O)C(=O)c2ccccc2NC(C)=O)cc1	0	-4	-93	-1	-2	-65	6	-104
CN(C(=O)c1cccc(NC(=O)c2ccccc2)c1)C1CCCCC1	5	-4	-2	-6	-3	1	-4	19
COC(=O)c1sc(SC)c(-c2ccon2)c1C	3	5	-11	-10	-9	-25	-12	3
Cc1cccc(Nc2nc(-c3ccc(O)c(O)c3)cs2)n1	12	-5	-114	38	-14	-15	8	3
Going on with the list:
SMILES	Apaf1 inhib	HKDC1 inh	Jurkat NFkB inh	SENP8 block	SENP7 block	697 NFkB inh	UBC13 polyUb	Gli-Sufu antag
Cc1cccc(N(Cc2cc3cc(C)ccc3[nH]c2=O)C(=O)c2cccs2)c1	11	0	2	2	3	-2	13	1
O=C(NCCO)C(=O)Nc1cc2c3c(c1)CC(=O)N3CCC2	1	2	-3	-2	0	-21	-15	1
O=C(O)CN(c1ccccn1)S(=O)(=O)c1ccccc1	0	2	-5	-1	-3	0	-7	3
COc1ccc(C(=O)NCc2nnc(SCC(=O)NCc3ccc(F)cc3)o2)cc1	-1	-2	-5	-4	2	2	8	-22
Cc1ccc(Sc2ncccc2COC(=O)Nc2ccccc2)cc1	11	-2	4	-15	-1	-5	8	1
COc1cccc(C(=O)Nc2ccc(-n3nncc3C(C)(C)C)cc2)c1	11	0	0	-14	7	-14	-4	-4
COc1cc2[nH]c(=S)n(Cc3ccco3)c(=O)c2cc1OC	12	-3	2	-5	-5	-1	8	8
CC1=C(C#N)c2nc(N)c(C#N)c(C)c2/C1=C\c1ccc(C)cc1	2	x	-3	0	3	-2	-11	x
Cc1ccc(OCC(=O)Nc2cccc(-c3nnc(-c4ccccc4)o3)c2)c(C)c1	3	10	-2	-3	21	-3	0	-92
NC(=O)NO	-11	-4	7	0	-4	2	14	-15
O=C(CCCN1C(=O)c2ccccc2C1=O)NCCCn1ccnc1	-2	-10	0	-3	4	10	10	-4
CCOC(=O)C1=C(C)N(CCCC(=O)O)C(=O)NC1c1ccc(C(F)(F)F)cc1 (configuration not stated)	5	x	-2	-13	-11	-1	-5	x
Cc1ccc(OCCC(=O)OCc2csc(CC(=O)Nc3ccccc3C)n2)cc1	6	9	6	-6	-9	13	-4	-5
O=C(COC(=O)c1ccccc1O)NC(=O)c1ccc(OC(F)F)cc1	13	-3	5	-12	-3	-5	u	3
CCN(CC)S(=O)(=O)c1ccc(C)c(NC(=O)CSc2nc3ccccc3[nH]2)c1	12	-6	-3	-6	-4	9	1	3
N#Cc1c(NC(=O)CCCN2C(=O)c3ccccc3C2=O)oc(-c2ccccc2)c1-c1ccccc1	4	-9	12	6	4	15	2	3
Cc1cc(C)c2[nH]c(O)c(N=Nc3ccc(C(=O)O)cc3)c2c1	5	-4	-2	10	-1	-43	-15	1
Cc1csc(NC(=O)CSc2nnc(Cc3cccn3C)n2-c2ccc(F)cc2)n1	11	-7	-3	2	-1	17	-10	6
CN(C(=O)CSc1nnnn1-c1ccc(Cl)cc1)C1CCS(=O)(=O)C1 (configuration not stated)	0	4	1	-6	0	5	-2	0
COc1ccc(OC)c(-c2nnc(SCC(=O)NC3CCCCC3)o2)c1	0	3	-1	-11	8	-1	11	0
Oc1cc(NCc2cccnc2)ccc1-c1nc2ccccc2o1	20	-1	-112	1	22	-197	13	-23
O=C(CN1CCN(c2ccc([N+](=O)[O-])cc2Cl)CC1)N1CCOCC1	-24	-1	1	0	1	13	-2	11
CCCCC(C(=O)NC1CCCC1)N(Cc1ccco1)C(=O)Cn1nnc(-c2ccc(F)cc2)n1 (configuration not stated)	30	3	19	1	3	13	-11	-1
CCc1nc(SCC(=O)Nc2nnc(CC)s2)c2c(=O)n(C)c(=O)n(C)c2n1	13	3	0	-4	-8	-16	0	42
CCCC(=O)Nc1cccc2c1CCCC2	-6	0	-16	0	0	14	3	-10

Reprinted at random: two entries already listed
SMILES	Apaf1 inhib	HKDC1 inh	Jurkat NFkB inh	SENP8 block	SENP7 block	697 NFkB inh	UBC13 polyUb	Gli-Sufu antag
Cc1cc(C)c2[nH]c(O)c(N=Nc3ccc(C(=O)O)cc3)c2c1	5	-4	-2	10	-1	-43	-15	1
Cc1ccc(OCCC(=O)OCc2csc(CC(=O)Nc3ccccc3C)n2)cc1	6	9	6	-6	-9	13	-4	-5

New compounds follow
SMILES	Apaf1 inhib	HKDC1 inh	Jurkat NFkB inh	SENP8 block	SENP7 block	697 NFkB inh	UBC13 polyUb	Gli-Sufu antag
COc1cc(S(=O)(=O)N2CCN=C2c2ccccc2)ccc1F	6	-13	15	-5	-4	-5	-6	1
CCc1cccc(C)c1NC(=O)CCOc1ccccc1	-6	2	6	-2	2	14	6	-5
O=C(CCCCCn1c(=O)[nH]c2ccsc2c1=O)NCc1ccc2c(c1)OCO2	-4	-1	-4	-1	3	10	15	5
CC(C)OCCCNC(=O)c1cc(-c2cccnc2)nc2ccccc12	-2	-3	4	0	0	9	2	-1
COc1cc(C2=NOC(C(=O)N3CCOCC3)C2)cc(OC)c1OC (configuration not stated)	-5	-5	1	-9	-1	17	-1	-2
Cc1ccc(-c2nnc(Nc3ccc(CC(N)=O)cc3)c3ccccc23)cc1S(N)(=O)=O	9	10	-28	-5	-3	14	0	-2
CC(C(=O)OCC(=O)c1cccc([N+](=O)[O-])c1)N1C(=O)C2C3CCC(C3)C2C1=O (configuration not stated)	-13	14	-6	4	5	0	4	-2
COc1cccc(/C=N/Nc2ccc([N+](=O)[O-])cn2)c1O	5	36*	-4	84*	98*	-94	-62	-99
CCCCc1ccc(NC(=O)N2CCNC(=O)C2CC(=O)Nc2ccsc2C(=O)OC)cc1 (configuration not stated)	-4	2	0	4	-1	-5	30	-5
NC(=O)C1CCN(C(=O)/C=C/c2cc(Br)ccc2F)CC1	-8	-3	-3	-12	3	-34	-5	-10
Cn1c(=O)[nH]c(=O)c2c1nc(N/N=C/c1ccncc1)n2Cc1ccc(Cl)cc1	22	3	-1	-10	-6	38*	-15	16
COc1cccc(-c2nnc(SCC(=O)N3CCOCC3)o2)c1	1	-8	-29	-1	4	-30	2	-24
CCN1C(=O)[C@H]2[C@@H](c3ccc(-c4ccc(OC)cc4)cc3)N3CCC[C@@]3(C(=O)OC)[C@H]2C1=O	15	5	10	-11	-5	16	12	0
O=C(COC(=O)c1ccccc1O)Nc1cccc(S(=O)(=O)N2CCCC2)c1	-3	3	7	5	0	8	7	0
CC(=O)N(CCC(Cc1ccccc1)c1ccco1)Cc1ccco1 (configuration not stated)	-7	5	2	2	1	5	10	0
CC(=O)N1N=C(c2ccc(C)c([N+](=O)[O-])c2)OC1(C)C	-17	-4	7	-2	-6	-2	-2	5
COCCOC(=O)c1c(NC(=O)COC(=O)c2ccc(C)o2)sc(C(N)=O)c1C	-1	-3	13	1	7	12	15	-4
O=C(CCC(=O)Nc1cc(C(F)(F)F)ccc1Cl)N/N=C\c1cc([N+](=O)[O-])ccc1O	6	-15	5	4	0	-15	-28	32
O=C(c1cccc(C(F)(F)F)c1)N1CCC(O)(CS(=O)(=O)Cc2ccc(Cl)cc2)CC1	8	-8	0	-6	1	-29	1	-10
Cc1ccc(C(=O)NCC(=O)N(C)Cc2ccc(Cl)cc2Cl)s1	33	-4	-9	0	6	17	5	-3
CN(Cc1cccs1)C(=O)CSc1nc(N)cc(N)n1	-7	2	-4	5	-9	-18	-10	-17
CSc1c(-c2ccccc2)nc2ccccc2c1C(=O)O	2	0	-14	-5	-10	-3	-18	1
CN1CCN(c2ccc([N+](=O)[O-])c(Sc3nc4ccccc4[nH]3)c2)CC1	-14	-5	6	1	0	19	-24	25
Cn1c(SCC(=O)N2CCCC2)nc2ccccc21	9	-7	0	-11	-6	-5	0	-4
Cc1ccc2nc3c(cc(C(=O)NCC4CCCO4)c(=N)n3CC3CCCO3)c(=O)n2c1 (configuration not stated)	-1	6	-11	-4	-1	4	7	2
O=S(=O)(Nc1ccc2c(c1)OCCO2)c1cnc[nH]1	2	-3	5	-4	5	4	14	1
CCOC(=O)Cc1csc(NC(=O)COc2c(C)cccc2C)n1	2	-3	13	-1	2	7	4	-3
CCOC(=O)n1c(=O)n(C)c2ccc(Cl)cc21	-7	6	18	4	4	9	1	0

Single records (already shown).
Shown for CC(=O)N(CCC(Cc1ccccc1)c1ccco1)Cc1ccco1 (configuration not stated) → Apaf1 inhib: -7; HKDC1 inh: 5; Jurkat NFkB inh: 2; SENP8 block: 2; SENP7 block: 1; 697 NFkB inh: 5; UBC13 polyUb: 10; Gli-Sufu antag: 0
Shown for Cc1ccc(Sc2ncccc2COC(=O)Nc2ccccc2)cc1 → Apaf1 inhib: 11; HKDC1 inh: -2; Jurkat NFkB inh: 4; SENP8 block: -15; SENP7 block: -1; 697 NFkB inh: -5; UBC13 polyUb: 8; Gli-Sufu antag: 1
